Source: PubChem (several laboratories)
HUVEC tox IL1B: HUVEC cytotoxicity counter-screen, IL-1B stimulated. cell count reduction, % at 2 µM. AID 845. HUVEC cell count loss, Hoechst imaging. hit rate 0.41% among 94,000;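 active means cell count reduction more than 3 SD above the screen-wide mean, cut at about 70% in these data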;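 further: normalized per plate to untreated control cells as the no-loss baseline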
cytoskel mod: alters cytoskeleton assembly in HUVEC cells; HUVEC TNFa F-actin phalloidin imaging, high content; hit rate 0.18% among 91,000; inhibition, % at 2 µM;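 active means inhibition above the batch mean plus 3 SD and confirmed as a hit by visual image inspection, cut at about 30% in these data, passing the limit was not always enough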; further: strong numbers were not always called active
TNFa cytotox: toxic to HUVEC cells under TNF alpha stimulation | HUVEC TNFalpha-stimulated, Hoechst cell count, imaging | cell count reduction, % at 2 µM | hit rate 0.17% among 93,000 | AID 848;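 active means cell count reduction exceeding the screen mean by over 5 SD, scaled to untreated wells per plate, cut at about 78% in these data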;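 further: cells counted after 24 h of TNF alpha exposure following the 1 h pretreatment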
VCAM1 TNFa inh: reduces TNF alpha induced VCAM1 expression in HUVEC. HUVEC TNFa-induced VCAM-1 immunofluorescence, high-content imaging. hit rate 0.48% among 95,000. inhibition, % at 2 µM. AID 802;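 active means inhibition above the batch mean plus 3 SD, with images confirmed as a hit by eye, cut at about 37% in these data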;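 further: 0% = TNF-stimulated DMSO wells and 100% = unstimulated control wells; not every result past the cut was called active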
LYP inh 2: inhibitors of human LYP (PTPN22) phosphatase. Q9Y2R2. recombinant LYP catalytic domain, DiFMUP fluorescence. inhibition, % at 2 µM. hit rate 0.21% among 96,000. AID 640;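 active means inhibition at 2 µM at or above a set limit, the screen mean plus 3 SD, cut at about 24% in these data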;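 further: 0% = DMSO with enzyme and 100% = enzyme fully blocked by orthovanadate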
PTK2B oligo ant: Pyk2 (human) oligomerization antagonism; Q14289; Q293 cells, Pyk2 FERM NanoBiT luminescence; stronger effect = lower value; z-score (the deposit names both 25 µM and 10 µM); hit rate 0.83% among 99,000; AID 1347419;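 active means Z-score of -3 or lower, scaled per plate to the spread of control and sample wells; inactive means z-score above -3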;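 further: negative z-score means lost luminescence so less FERM oligomerization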
ERa SRC1 inh: ER-alpha (human) coactivator binding inhibition; P03372; TR-FRET ER-alpha LBD / SRC-1 peptide, estradiol-bound; inhibition, % at 25.6 µM; hit rate 1.7% among 86,000; in the data active means inhibition above about 50%;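 further: 0% = receptor plus peptide control and 100% = peptide only without receptor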
Target sequence (P03372 whole entry, looked up, the tested form may be a part): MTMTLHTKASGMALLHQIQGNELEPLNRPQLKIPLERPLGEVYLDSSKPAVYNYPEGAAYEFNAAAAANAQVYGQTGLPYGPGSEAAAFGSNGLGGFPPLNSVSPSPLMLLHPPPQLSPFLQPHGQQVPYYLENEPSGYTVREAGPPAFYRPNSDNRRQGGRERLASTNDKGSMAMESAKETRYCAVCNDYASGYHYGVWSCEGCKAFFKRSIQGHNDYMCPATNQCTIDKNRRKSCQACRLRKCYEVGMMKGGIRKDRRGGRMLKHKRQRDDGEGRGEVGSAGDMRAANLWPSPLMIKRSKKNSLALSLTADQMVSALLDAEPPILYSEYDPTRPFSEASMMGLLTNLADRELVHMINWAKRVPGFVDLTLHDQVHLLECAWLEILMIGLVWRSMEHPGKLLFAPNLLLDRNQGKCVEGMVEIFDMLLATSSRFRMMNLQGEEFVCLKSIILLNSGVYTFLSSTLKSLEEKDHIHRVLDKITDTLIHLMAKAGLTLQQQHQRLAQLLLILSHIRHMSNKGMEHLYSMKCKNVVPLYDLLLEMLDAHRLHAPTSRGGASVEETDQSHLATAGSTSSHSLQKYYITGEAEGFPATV
FAK inh: FAK (human) kinase inhibition; Q05397; biochemical FAK kinase activity assay; inhibition, %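 (tested at 7 µM)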; hit rate 0.84% among 97,000; in the data active means inhibition above about 19%;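 further: 0% = DMSO and 100% = reference compound high control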
LYP act: activators of human LYP (PTPN22) phosphatase | AID 697 | hit rate 0.11% among 96,000 | recombinant LYP, DiFMUP fluorescence; 0 = plate median, 100 = signal doubled | Q9Y2R2 | activation, % at 2 µM;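 active means activation at 2 µM above a set limit, the mean plus 5 SD, cut at about 37% in these data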
* = called active by the depositor; x = not tested or not shown; [ ] = another dose, or the depositor's remark.

SMILES	HUVEC tox IL1B	cytoskel mod	TNFa cytotox	VCAM1 TNFa inh	LYP inh 2	PTK2B oligo ant	ERa SRC1 inh	FAK inh	LYP act
COc1ccc(OC)c(C(=O)C2COC(=O)C2)c1 (configuration not stated)	-18.1	3.4	-10.7	-2.3	-2.4	0.62	-17.8	-0.9	-2.9
N/C(=N\OC(=O)Nc1ccc(Cl)c(Cl)c1)c1ncc(C(F)(F)F)cc1Cl	-13.8	-1.5	-10.5	4.5	5.1	0.89	2.6[fluorescence artefact?]	-3.2	-4.0
Cc1cc(C)c([N+](=O)[O-])cc1-c1ccc(/C=N/c2c(-c3ccco3)nc3ccccn23)o1	30.1	-6.5	-15.9	-29.4	12.9	0.25	x	14.5	-9.7
O=C1c2ccccc2C(Nc2ccc3c(c2)OCO3)N1Cc1ccco1 (configuration not stated)	-12.7	9.3	-41.5	16.0	-0.5	x	x	-5.8	-1.9
CCOC(=O)C(CCCOc1cccc(CC)c1)C(=O)OCC	-26.9	2.9	-5.2	1.2	-3.2	0.51	6.7	3.3	2.0
Cc1ccc2nc(Nc3ccccc3)c(/C=N/O)c(=O)n2c1	-31.4	12.1	-42.0	-0.5	-16.3	-0.18	-8.6	3.3	13.0
O=C(CCc1nc2ccccc2[nH]1)Nc1ccc2c(c1)OCO2	0.0	-4.0	-6.2	5.8	-10.9	0.39	-20.4[fluorescence artefact?]	1.9	7.6
CCCCc1ccc(NS(=O)(=O)c2cccs2)cc1	1.9	-1.3	0.0	-5.8	8.9	-1.75	-2.6	8.4	-5.8
CC(=O)Nc1ccc(NC(=O)CSc2ncnn2-c2ccccc2)cc1	-28.4	-21.1	-23.1	13.5	-5.5	0.1	2.5	-4.0	7.8
NC(=O)c1ccc(N2CCCCC2)c(N2C(=O)C3C4C=CC(C4)C3C2=O)c1 (configuration not stated)	-24.5	3.1	-22.7	22.7	-0.7	0.16	0.8	1.3	-1.0
CCCSc1nnc(-c2cccc(S(=O)(=O)N(C)C)c2)n1-c1cc(OC)ccc1OC	-75.4	5.7	-20.7	-6.6	5.5	-1.66	-0.7	-0.1	-5.9
CCOC(=O)c1c(C)nc2sc(C(=O)Nc3ccc(OC)cc3)c(N)c2c1-c1ccc(OC)cc1	-16.7	14.1	0.0	5.9	3.1	-2.41	x	0.1	-2.4
CNc1nc(NCCOC23CC4CC(CC(C4)C2)C3)nc(OCC(F)(F)F)n1	6.7	0.7	-27.6	2.0	-1.8	-0.15	-0.2	8.0	4.0
Cc1nc2ccccc2c2oc(C(=O)NCCN3CCN(C)CC3)cc12	-20.4	-6.5	-0.4	3.0	1.9	x	-5.7	-3.1	-2.5
C=CCC(=O)OCC(=O)Nc1ccc(Cl)cn1	-2.4	-4.6	-36.6	8.6	2.8	-0.57	-6.5	-0.4	-0.7
COc1ccc(-c2cc(C(F)(F)F)n3nc(N)nc3n2)cc1	-36.6	14.9	-0.4	-12.2	4.9	-0.8	5.0[fluorescence artefact?]	-1.1	-1.4
N#CC1=C(N)SC(N)=C(C#N)C1CCc1ccccc1	-7.5	-17.9	12.4	0.2	5.4	-0.29	-3.7	-0.1	-2.2
CCOc1ccc(C(C(=O)NC2CCCCC2)N(C(=O)c2ccco2)c2ccc(-n3cnnn3)c(C)c2)cc1 (configuration not stated)	-23.6	-0.4	x	-7.2	1.2	-0.47	4.9	1.0	-2.2
CC1Oc2ccccc2N(Cc2ccccc2F)C1=O (configuration not stated)	-29.0	-8.1	-13.5	2.0	-5.0	x	x	0.8	5.6
Cc1ccc(-c2n[nH]c(=S)n2/N=C/c2cc3c(cc2[N+](=O)[O-])OCO3)cc1	-6.8	-9.0	-18.7	-11.2	0.5	1.95	x	2.5	1.1

Single records (already shown). Values in the order: HUVEC tox IL1B | cytoskel mod | TNFa cytotox | VCAM1 TNFa inh | LYP inh 2 | PTK2B oligo ant | ERa SRC1 inh | FAK inh | LYP act
CC(=O)Nc1ccc(NC(=O)CSc2ncnn2-c2ccccc2)cc1 as listed: -28.4 | -21.1 | -23.1 | 13.5 | -5.5 | 0.1 | 2.5 | -4.0 | 7.8
O=C1c2ccccc2C(Nc2ccc3c(c2)OCO3)N1Cc1ccco1 (configuration not stated) as listed: -12.7 | 9.3 | -41.5 | 16.0 | -0.5 | x | x | -5.8 | -1.9

Later entries:
SMILES	HUVEC tox IL1B	cytoskel mod	TNFa cytotox	VCAM1 TNFa inh	LYP inh 2	PTK2B oligo ant	ERa SRC1 inh	FAK inh	LYP act
Cc1cccn2c(=O)c(/C=C(\C#N)S(=O)(=O)c3ccccc3)c(N3CCC(C(N)=O)CC3)nc12	-6.5	-5.5	-9.9	10.2	2.5	-2.03	2.8	-0.9	-1.5
CCCCOc1ccc(NC(=O)C(=O)NCCC2=CCCCC2)cc1	-3.5	14.7	-18.6	-9.8	18.4	-0.05	-2.1	-2.8	-16.0
O=C(NC1=NCCS1)c1nc(-c2ccccc2)n(-c2ccccc2)n1	-30.0	-25.1	-9.9	20.1	1.6	-0.43	x	-2.2	1.7
CC1=C(C(=O)OC(C)C)C(c2cccnc2)C2=C(CCCC2=O)N1 (configuration not stated)	26.9	-25.4	-2.8	-5.7	-0.8	-0.61	-9.9	0.6	-1.0
CCOC(=O)c1c(NC(=O)CSc2nnc(-c3cccc(C)c3)n2CC)sc(C(C)=O)c1C	-5.5	14.5	-18.1	23.7	17.2	-1.38	x	-17.2	-12.6
N#Cc1c(/N=C/C=C/c2ccccc2)sc2c1CCCC2	-43.2	20.7	-6.1	0.0	2.1	0.35	x	-3.7	0.0
O=C(Oc1cccc(Br)c1)c1cccnc1	-7.2	35.4	-23.8	5.5	-5.5	-1.27	5.8[fluorescence artefact?]	4.4	3.2
O=C(Oc1cccc2ccccc12)c1ccncc1	-21.6	17.4	x	18.3	3.9	0.5	0.5	0.4	-3.3
O=C(NCCCCc1ccccc1)C1CC(c2ccc([N+](=O)[O-])cc2)=NO1 (configuration not stated)	3.1	11.7	-0.3	-3.8	-3.2	x	x	-2.9	7.4
CC1CCN(C(=S)c2cn(Cc3ccc(F)cc3)c3ccccc23)CC1	7.5	-18.6	10.2	-11.3	2.4	-1.04	x	1.9	2.7
CCOC(=O)N1CCN(C(=O)C2CC(=O)N(Cc3ccc(OC)cc3)C2)CC1 (configuration not stated)	-10.5	8.7	-10.2	-12.0	3.5	-0.35	x	-0.2	-6.5
CCOC(=O)c1cc(-c2ccc(Cl)s2)nc2c1c(C)nn2C	18.0	-6.6	23.5	-8.3	-1.8	x	3.4	0.7	-3.2
Cc1ccc(-c2csc(NC(=O)COC(=O)c3cccc(S(=O)(=O)N4CCOCC4)c3)n2)cc1	-7.4	x	2.7	-10.8	-2.8	x	-3.3	-7.1	4.6
CCn1c2ccc(OC)cc2c2nc3ccccc3nc21	-9.2	-3.5	-14.7	13.2	-9.6	x	-13.8[fluorescence artefact?]	-0.5	5.9
CCCCC1S/C(=N/N=C/c2ccc(OC)cc2)N(Cc2ccc(OC)cc2)C1=O (configuration not stated)	-20.2	-2.0	-15.7	28.4	0.5	-0.6	-10.0	-2.1	1.6
CCCCCC/C(C)=C1/SC(=S)NC1=O	-15.4	7.1	3.6	2.3	-3.5	0.06	1.3	-0.6	5.2
CC(NC(=O)C1CC2CCCC(C1)C2=O)c1ccccc1 (configuration not stated)	6.0	x	x	x	-9.4	0.17	-22.7	-0.2	8.5
CCCCn1c(CCC(=O)O)nc2c1c(=O)[nH]c(=O)n2CCC	1.3	1.8	-11.0	-19.6	10.9	1.02	x	-3.0	-8.3
CC1CCN(CCCNC(=O)c2cc3sccc3n2C)CC1	20.6	5.0	-20.8	-2.2	-7.1	-0.43	9.3	1.4	5.0
CC(Oc1ccc(C(=O)NCCc2ccccc2)cc1)C(=O)O (configuration not stated)	-78.8	7.5	-31.4	22.9	-8.8	-0.69	-0.7	-0.5	11.5
CCC(C)NC(=O)Cn1cc2c(n1)CCC(C)C2 (configuration not stated)	18.5	-5.7	-8.3	11.9	-0.5	x	-5.5	0.3	-2.3
CC(=O)c1cccc(NC(=O)CN2C(=O)NC3(CCCCCCC3)C2=O)c1	-2.9	3.8	7.2	-16.7	-18.7	-0.08	56.6*	3.5	15.1
CCC/C(O)=C1\C(=O)CC(C)(C)CC1=Nc1ccc(OC)cc1OC	-20.5	-17.7	-17.4	7.2	-2.3	-1.18	1.6	1.1	1.7
CCOC(=O)c1ccc(NC(=O)N2CCN(Cc3cccc(F)c3)CC2)cc1	-15.1	15.0	-31.8	-12.8	11.2	-0.27	-6.6	-6.4	-12.7
CCN1CCN(c2c(Cl)cccc2NC(=O)c2ccc3c(c2)OCCO3)CC1	-7.3	0.8	31.2	14.3	17.0	0.22	-4.7	3.4	-13.7
CCOC(=O)c1cnn(-c2ncnc3sc(C)c(C)c23)c1N	-10.7	45.2	-28.2	7.9	3.2	-0.11	-3.9	-2.5	-5.8
O=C1OC(Nc2ncccn2)c2ccccc21 (configuration not stated)	-6.0	-16.8	8.1	-6.5	-0.6	1.45	0.9	0.6	2.6
CC(=O)N1N=C(c2ccc(C)cc2)OC1c1ccc(C)cc1 (configuration not stated)	3.1	-1.0	-10.5	12.5	0.2	0.51	0.9	2.6	1.0
C=CCN1C(=NC(=O)CC)SC2CS(=O)(=O)CC21 (configuration not stated)	-14.9	-7.2	-0.7	8.5	8.3	-0.04	-7.6	-3.2	-5.2
COc1ccc(C2C=C(c3ccccc3)Nc3nc(CCCO)nn32)cc1 (configuration not stated)	11.6	9.9	-6.9	5.4	-0.9	x	-3.2	9.8	4.7
O=C(CSc1ccccc1)Nc1ccc(N2CCOCC2)cc1	10.8	-8.2	10.7	-20.8	9.1	0.1	1.1	-1.0	-8.1
O=C(COC(=O)c1cc(S(=O)(=O)N2CCOCC2)ccc1O)NCC1CCCO1 (configuration not stated)	-1.1	-49.4	-22.2	2.1	4.9	-0.72	2.7	3.7	-4.7
CCc1cccc(C)c1NC(=O)c1ccoc1C	-53.8	17.1	-42.3	13.6	-0.6	0.57	21.4	-3.8	-0.7
CC(C)CC(NC(=O)C(Cc1ccc(OCc2ccccc2)cc1)NC(=O)OC(C)(C)C)C(N)=O (configuration not stated)	-32.2	6.6	-38.9	13.3	1.6	0.72	x	-2.3	0.0
c1ccc(-c2nnc(-c3ccncc3)o2)cc1	-4.0	5.2	-17.1	-20.8	1.7	0.78	3.9	0.2	0.3
Nc1ccc(-c2nc3c(Cl)c(N)ccc3[nH]2)cc1	-7.7	19.0	-31.8	-25.4	7.8	-0.44	5.7[fluorescence artefact?]	6.7	-9.6
CCCOP(=O)(OCCC)C(Nc1cccc(C(F)(F)F)c1)c1ccc(C)cc1 (configuration not stated)	30.1	-11.2	-36.3	-18.9	5.5	-0.06	x	8.2	-1.9
COc1cccc(-n2nnnc2SCC(=O)NCc2ccc3c(c2)OCO3)c1	4.0	7.8	-20.7	-0.6	4.9	-1.26	-0.1	-2.4	-7.2
O=C(NC(c1ccccc1)c1ccccc1)c1ccc(S(=O)(=O)C(F)F)cc1	-0.6	20.9	-7.9	11.2	2.9	-0.77	3.2	3.9	0.4
Cc1oc(-c2cccc(Cl)c2)nc1CSCC(=O)O	-3.9	-1.9	-17.4	15.8	-0.7	x	-4.2	-2.0	-2.1
C=C(C)C1Cc2c(C)nn(-c3cc(C)c4ccccc4n3)c2C1 (configuration not stated)	-4.7	5.1	-37.0	12.0	7.1	x	-5.7	-1.7	-6.7
CC1=C(C(=O)Nc2ccc(F)cc2)C(c2ccc(C)o2)C2=C(CC(C)(C)CC2=O)N1 (configuration not stated)	2.8	5.6	-0.4	35.7	-8.3	0.71	-16.0[fluorescence artefact?]	-0.2	6.8
O=C(CSc1ncnc2nc[nH]c12)c1ccccc1	6.2	-9.6	-10.6	9.6	-5.0	0.52	-5.5	4.2	4.9
O=C(CNC(=O)c1cc2c(s1)CCC2)Nc1ccccc1Br	3.8	9.1	-6.1	-4.2	1.3	1.36	x	-1.4	-2.7
